HCV inh = HCV inhibition | Huh7.5.1 HCVcc-Cre infection, luciferase reporter, 44 h | Potency, µM (highest dose often 41.8 µM), for the others: at the top dose activity change, negative = inhibition, most hits filed as inhibitors | hit rate 3.4% among 340,000 | AID 651820; also: potency is read from the fitted curve at half-maximal effect; % is scaled to controls: 0 for no effect and ±100 for the full control effect
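Infectious HCV cell culture screen: compound-treated cells (1,000/well, pre-plated 4 h) are infected with HCVcc-Cre at roughly 0.5 moi and grown 44 h. Infection is quantified by luciferase signal after 15 min substrate incubation at room temperature.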
Pf growth 48h = inhibits P. falciparum growth in the first generation, 48 h. AID 504832. Potency, µM (top dose mostly 28.7 µM), without a hit: top-dose activity change, negative = inhibition, usual class: inhibitors. hit rate 5.9% among 310,000. P. falciparum luciferase growth in erythrocytes, 48 h; also: potency is read from the fitted curve at half-maximal effect; % is scaled to controls: 0 for no effect and ±100 for the full control effect
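Compounds are pin-transferred into medium, infected erythrocytes (2% hematocrit, 0.1% parasitemia final) are added, and plates sit one parasite generation at 37 C in 5% CO2. Detection reagent is then added and luminescence measured.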
Tb PYK inh = blocks Trypanosoma brucei pyruvate kinase. hit rate 0.12% among 410,000. AID 624173. TbPYK enzyme, Kinase-Glo Plus ATP luminescence, 45 min. Potency, µM (series often up to 76.8 µM), inactives show at the highest dose activity, negative = inhibition, actives largely listed as inhibitors; also: potency is read from the fitted curve at half-maximal effect; % is scaled to controls: 0 for no effect and ±100 for the full control effect; nearly all actives have a fitted effect of over 50% in size
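Luminescent Kinase-Glo Plus end-point after 45 min room-temperature reaction of T. brucei pyruvate kinase started with 130 uM ADP (final). Buffer TEA 50 mM pH 7.2 with KCl, MgCl2, BSA, Tween-20; titration-based qHTS with fitted concentration-effect curves.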
CHX counter = counter-screen for Shiga toxin inhibitors: cycloheximide protein synthesis inhibition; cell reporter, cycloheximide protein synthesis inhibition counterscreen; max response, %; hit rate 12% among 300,000; in the data active = max response mostly above about 13%, no sharp cut-off; inactive = mostly below about 14%; also: read at 38.3 µM for the half of the compounds with a filed dose; 0% is about no effect
Shiga inhibitor = Shiga toxin inhibition | Vero cells, Shiga toxin protein synthesis inhibition reporter | inhibition, % at 38.7 µM | hit rate 9.2% among 290,000; in the data active = inhibition mostly above about 28%, no sharp cut-off; inactive = mostly below about 43%; also: 0% is about no effect
LmPK inh = LmPK (Leishmania mexicana) enzyme inhibition | Q27686 | purified LmPK, Kinase-Glo ATP luminescence, 1 h | Potency, µM (top dose mostly 57.5 µM), inactives show top-dose activity change, negative = inhibition, most hits filed as inhibitors | hit rate 0.37% among 290,000; also: potency is read from the fitted curve at half-maximal effect; % is scaled to controls: 0 for no effect and ±100 for the full control effect
Target sequence (Q27686 whole entry, looked up): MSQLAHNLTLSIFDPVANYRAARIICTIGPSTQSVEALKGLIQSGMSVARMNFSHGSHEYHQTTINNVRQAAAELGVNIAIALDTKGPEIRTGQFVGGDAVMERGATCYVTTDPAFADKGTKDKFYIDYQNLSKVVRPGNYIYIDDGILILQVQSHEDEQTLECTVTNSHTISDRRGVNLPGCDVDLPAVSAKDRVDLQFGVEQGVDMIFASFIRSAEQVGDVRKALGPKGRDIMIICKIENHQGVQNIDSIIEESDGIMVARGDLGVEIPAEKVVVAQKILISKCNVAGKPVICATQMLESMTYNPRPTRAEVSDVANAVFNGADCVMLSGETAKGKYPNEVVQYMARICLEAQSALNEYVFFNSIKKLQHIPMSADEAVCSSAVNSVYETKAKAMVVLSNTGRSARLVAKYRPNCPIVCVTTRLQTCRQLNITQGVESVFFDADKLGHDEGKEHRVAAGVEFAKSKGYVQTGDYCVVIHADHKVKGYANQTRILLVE
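Kinase-Glo luminescence read after 1 h RT reaction of 0.1 nM LmPK with 0.5 mM PEP and 0.1 mM ADP. Activity scaled between uninhibited and enzyme-free controls.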
Pf growth 96h = inhibits malaria parasite growth, 96 h | P. falciparum luciferase reporter growth, 96 h | Potency, µM (doses to about 28.7 µM), for the others: at the top dose activity change, negative = inhibition, usual class: inhibitors | hit rate 6.9% among 320,000; also: potency is read from the fitted curve at half-maximal effect; % is scaled to controls: 0 for no effect and ±100 for the full control effect
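Plates of compound plus infected erythrocytes (2% hematocrit, 0.05% parasitemia final) incubate 96 hours, 37 C, 5% CO2. Detection reagent added; reduced luminescence from the parasites' luciferase reporter flags inhibition.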
Numbers without * were called inactive; ? = inconclusive; · = no result given; & = joins results of further samples; [ ] = remark or other dose. Unless noted, calls follow the shape of the dose curve; as a rule, active = well fitted curve in the direction sought with a large enough effect; inconclusive = small, poorly fitted or top-dose-only effect, or another doubt; inactive = no such curve, though single readings can be large; an effect the other way counts as inactive or inconclusive.

#	mol	HCV inh	Pf growth 48h	Tb PYK inh	CHX counter	Shiga inhibitor	LmPK inh	Pf growth 96h
1	CCC1(c2cccc(Cl)c2)NC(=O)N(Cc2cc(C(=O)OC)c(C)o2)C1=O (stereo unspecified)	?	?	-10%	14	-13	8%	·
2	COc1cc2[nH]c3c(=O)n(CCN(C(C)C)C(C)C)cnc3c2cc1OC	-12%	·	-4%	-4	-9	5%	21%
3	CCC(Sc1nc(C)cc(=O)[nH]1)C(=O)Nc1nnc(C)s1 (stereo unspecified)	-2%	5%	4%	-2	-12	-1%	129%[activator]
4	CCc1ccc(NC(=O)C(CC)Sc2nc3ccsc3c(=O)n2CCC(=O)O)cc1 (stereo unspecified)	5%	8%	-5%	-1	-5	2%	?
5	C/C(N)=C(/C#N)C(=O)COC(=O)CCCNC(=O)c1ccc(Cl)cc1	9%	-1%	1%	4	-2	0%	?
6	Nc1nc(-c2ccc3c(c2)CCCC3)c(CC(=O)O)s1	15%	25%	-18%	5	7	1%	-5%
7	CC(=O)c1cccc(NC(=O)C2CCN(S(=O)(=O)c3ccc(F)cc3)CC2)c1	-3%	-23%	8%	-5	-9	-4%	-3%
8	O=C(Nc1nc(-c2ccccn2)cs1)c1ccco1	?	?	-5%	54*	89*	-4%	?
9	C/C(CC(=O)Nc1ccc(Cl)c(Cl)c1)=N\NC(=O)C(=O)N1CCCCC1	-6%	11%	0%	11	18	4%	-7%
10	COc1ccc2oc(=O)cc(-c3cc4ccccc4o3)c2c1	?	?	-14%	5	-7	0%	19%
11	COc1ccc(N2CC(C(=O)N3CCN(C)CC3)CC2=O)cc1 (stereo unspecified)	-8%	0%	4%	-1	-2	-3%	23%
12	O=C(CO)N/N=C/c1cccc(Cl)c1Cl	15%	-8%	-4%	1	-3	-4%	?
13	O=C(NCCCCc1ccccc1)C1CC(c2ccc(C(F)(F)F)cc2)=NO1 (stereo unspecified)	12%	48%[activator]	-9%	-1	-3	-2%	82%[activator]
14	COCCCNS(=O)(=O)c1ccc(S(=O)(=O)N2CCCC2)cc1	-13%	·	-2%	2	14	-2%	-25%
15	CC(=O)NC1=C(N(C)C2CCS(=O)(=O)C2)C(=O)c2ccccc2C1=O (stereo unspecified)	-58%	13µM*	-10%	17	35	-2%	2.1µM*
16	CC1(C)CC(=O)C=C(c2ccc(I)cc2)C1	?	4.7µM*	6%	·	·	·	?
17	COc1ccc(C2=[N+]([O-])C(C)(C)N(O)C2(C)C)cc1	10%	7%	-6%	-3	-13	3%	?
18	NC(=O)c1c(N)sc2c1CCCC2	8%	-14%	?	16	15	7%	35%
19	O=C1C2C3C=CC(CC3)C2C(=O)N1c1ccc2c(c1)OCO2 (stereo unspecified)	13%	2%	9%	-1	22	-1%	160%[activator]
20	CCNC(=S)N1CCN(C(=O)c2ccco2)CC1	2%	9%	0%	0	-17	-6%	47%[activator]
21	Cc1ccc(OCc2cc(C(=O)N3CCN(c4ccccc4)CC3)no2)cc1C	-5%	56%[activator]	-4%	41*	59*	-19%	18%
22	CCc1ccc(NC2Nc3cc(C)nn3S2)cc1 (stereo unspecified)	17%	283%[activator]	-9%	49*	52*	-2%	342%[activator]
23	CCN(CC)C(=O)c1cc([N+](=O)[O-])cc2c1-c1ccc([N+](=O)[O-])cc1C2=C(C#N)C#N	-16%	15µM*	-1%	-2	9	-1%	?
24	COc1ccc(NC(=O)C2C3CC/C=C\CCC32)cc1 (stereo unspecified)	?	26%	-1%	24*	57*	4%	48%[activator]
25	C=CCN(c1ccc(C(=O)Nc2cc(C)cc(C)c2)cc1)S(C)(=O)=O	-2%	20%	-2%	13*	1	2%	26%
26	Cc1cccc(OCC(=O)N/N=C2/SCC(=O)N2Cc2ccco2)c1	-10%	-10%	?	10	-6	-1%	?
27	N#C/C(=C/c1ccc(C(=O)O)cc1)C(=O)Nc1ccccc1	6%	10%	-16%	7	-15	-1%	12%
28	CCCN(C(=O)Cc1nc(N)n[nH]1)C1(C(=O)Nc2c(C)cccc2C)CCCCC1	6%	11%	-18%	-1	-6	3%	4%
29	CCOC(=O)c1c(C)[nH]c(C(=O)COC(=O)C2(C)CC2(Cl)Cl)c1C (stereo unspecified)	-19%	·	-19%	53*	49	4%	12%
30	CN(CC(=O)N1CCc2ccccc2C1)c1ccccc1	0%	2%[0.00184 µM]	16%	-4	-5	5%	14%

Additional entries
#	mol	HCV inh	Pf growth 48h	Tb PYK inh	CHX counter	Shiga inhibitor	LmPK inh	Pf growth 96h
31	Cc1nnc(NC(=O)CSc2n[nH]c(-c3ccccc3)n2)s1	26%	-17%	0%	-1	20	3%	-8%
32	O=C1NCCCCC1NS(=O)(=O)c1cccc2ccccc12 (stereo unspecified)	10%	11%[0.00184 µM]	3%	-4	-6	1%	5%
33	CC1(C)Cc2nc3sc4c(SCC(=O)NCc5ccco5)ncnc4c3cc2CO1	14µM*	74%[activator]	-7%	51*	99*	-2%	·
34	CC(Cc1ccccc1)NC(=O)/C=C/C(=O)O (stereo unspecified)	1%	308%[activator]	-12%	-6	-3	0%	11%
35	O=C(CSc1nc2ccccc2s1)Nc1cc(S(=O)(=O)N2CCOCC2)ccc1Cl	-27%	?	-12%	7	-2	6%	?
36	CCOC(=O)CCSc1nc2c(c(C(F)(F)F)c1C#N)CCC2	-25%	9.3µM*	-27%	-4	-22	-10%	-27%
37	CN(Cc1ccon1)Cc1cn(Cc2ccccc2)nc1-c1ccc2c(c1)OCO2	?	?	1%	0	-16	0%	15%
38	CCOc1ccc(C(=O)NCC(C)C)cc1	17%	57%[activator]	1%	22*	57*	-9%	281%[activator]
39	Cc1cccc(N2CCN(C(=S)NCCc3ccccc3)CC2)c1C	-8%	16%	6%	17	15	5%	55%[activator]
40	COc1ccc(C(=O)Nc2ccnn2C2CCN(C(C)CSC)CC2)cc1 (stereo unspecified)	-3%	14%	2%	-3	-3	3%	2.9µM*
41	COc1ccc(-c2cc(C(=O)Nc3cccnc3Cl)no2)cc1OC	-5%	11%	3%&4%	-2	1	0%	?
42	O=C(O)C1C2C=CC(O2)C1C(=O)Nc1cccc(C(F)(F)F)c1 (stereo unspecified)	12%	-10%	-8%	-1	-6	0%	10µM*
43	CC(Sc1nc(N2CCOCC2)nc(N2CCOCC2)n1)C(=O)Nc1ccccc1 (stereo unspecified)	-17%	19%	0%	-1	-4	0%	6%
44	Cc1ccc(-c2cc3nn(-c4ccccc4)c(N)c3c(=O)o2)cc1	10µM*	34%[activator]	-2%	40*	76*	5%	81%[activator]
45	O=C(Nc1ccc(N2CCCCC2)cc1)c1ccc(F)cc1	?	-7%	-8%	52*	77*	?	-19%
46	O=[N+]([O-])c1cccc(/C([O-])=C(/C(=S)Nc2cccc3ccccc23)[n+]2ccccc2)c1	?	9.3µM*	-8%	27*	64*	3%	?
47	Cc1cc(C(=O)NN=C2CCCCC2)c2ccccc2n1	2%	8%	-2%	1	-6	-5%	20%
48	COC(=O)c1sc(NC(=O)c2cc3c(s2)CCCC3)nc1C	?	10%	-12%	34*	26*	0%	-2%
49	Cc1ccc(S(=O)(=O)N2CCC(=O)N(C(COCc3ccccc3)Cc3ccccc3)CC2)cc1 (stereo unspecified)	-8%	10µM*	2%	1	-8	4%	10µM*
50	COc1ccc2oc(=O)c(-c3csc(Nc4ccc(O)cc4)n3)cc2c1	11µM*	?	-8%	46*	85*	2%	-16%
51	CCCCn1c(SCC(=O)Nc2ccccc2C(F)(F)F)nc2ccsc2c1=O	-9%	0%	-3%	1	-16	4%	12µM*
52	CN(Cc1ccc(F)cc1)C(=O)c1cccc(OCc2ccccc2)c1	-10%	0%	1%	1	18	2%	-20%
53	CC(C)(C)c1ccc(S(=O)(=O)Nc2ccc(C(=O)N3CCCC3)cc2)cc1	0%	?	2%	9	-6	2%	24%
54	N#CCCn1ncn(-c2ccccc2)c1=S	9%	5%	-11%	2	-2	0%	·
55	COc1ccc(-c2cc(C(F)(F)F)nc(SCCC(=O)Nc3cc(C)on3)n2)cc1	?	-8%	0%	4	8	4%	·
56	CCCC[N+]12CCC(CC1)C(C(O)(c1ccccc1)c1ccccc1)C2 (stereo unspecified)	1%	?	-7%	-1	11	-2%	10µM*
57	O=C1CCC(=O)N1CN(C(=O)c1ccco1)c1ccc(Cl)c(Cl)c1	1%	23%	1%	-2	18	-2%	10µM*
58	O=C(Nc1cccnc1)c1ccc(S(=O)(=O)c2ccccc2)cc1	?	-31%[1.15 µM]	7%	-2	14	2%	55%[activator]
59	COc1ccc(NC(=O)CSc2nnc(-c3cccs3)n2N)c(OC)c1	-3%	31%	1%	·	·	·	1%
60	Cc1ccc(C(=O)Nc2sc(C(=O)N(C)C)c(C)c2C#N)cc1	17%	28%	-5%	-1	20	-11%	53%[activator]

A draw from above in order of count of non-hydrogen atoms, low to high.
#	mol	HCV inh	Pf growth 48h	Tb PYK inh	CHX counter	Shiga inhibitor	LmPK inh	Pf growth 96h
20	CCNC(=S)N1CCN(C(=O)c2ccco2)CC1	2%	9%	0%	0	-17	-6%	47%[activator]
15	CC(=O)NC1=C(N(C)C2CCS(=O)(=O)C2)C(=O)c2ccccc2C1=O (stereo unspecified)	-58%	13µM*	-10%	17	35	-2%	2.1µM*
35	O=C(CSc1nc2ccccc2s1)Nc1cc(S(=O)(=O)N2CCOCC2)ccc1Cl	-27%	?	-12%	7	-2	6%	?

Next part:
#	mol	HCV inh	Pf growth 48h	Tb PYK inh	CHX counter	Shiga inhibitor	LmPK inh	Pf growth 96h
61	CCn1cnnc1SCC(=O)NCC1COc2ccccc2O1 (stereo unspecified)	17%	?	-7%	·	·	·	?
62	CCOc1cc(/C=C2\SC(=S)N(Nc3ccccc3)C2=O)ccc1O	-11%	64%[activator]	-22%	55*	62*	?	-1%
63	Oc1ccc(-c2c(C3=CCCCC3)sc3ccccc23)cc1	?	-7%	-4%	-3	-8	2%	?
64	Cn1ccc(C(=O)OCC(=O)Nc2cccc3ccccc23)n1	20%	23%	-8%	-4	4	6%	?
65	CSc1ncccc1C(=O)OCC(=O)C(C)(C)C	6%	-2%	0%	11	13	1%	21%
66	CCCCn1c(N)c(N(CC)C(=O)c2cccc(S(=O)(=O)N3CCN(C)CC3)c2)c(=O)[nH]c1=O	8%	3%	-7%	·	·	·	6%
67	Cc1cc(C)c(C)c(S(=O)(=O)NCCN2CCOCC2)c1C	21%	-3%	2%	-1	-9	-4%	9%
68	Cc1cc(C)nc(SCC(=O)Nc2ncc(Cc3cccc(Cl)c3Cl)s2)n1	?	-19%	2%	-2	-5	8%	22%
69	Cn1cc(/C=N/NC(=O)c2cccc([N+](=O)[O-])c2)c2ccccc21	10µM*	64%[activator]	-6%	-2	-9	0%	3%
70	COc1ccccc1C(CNC(=O)CN(C)S(=O)(=O)c1ccc(C)cc1)N1CCCC1 (stereo unspecified)	8%	?	2%	·	·	·	?
71	O=C(c1c(F)cccc1F)N1CCCC(c2nc(-c3ccc(F)cc3)no2)C1 (stereo unspecified)	?	38%[activator]	-1%	24*	·	4%	142%[activator]
72	O=C(NNC(=O)C1CC1c1ccccc1)c1cccc([N+](=O)[O-])c1 (stereo unspecified)	40%[activator]	8%	0%	2	1	-3%	37%[activator]
73	Cc1ccc(Nc2nnc(SC(C)C(=O)NCC3CCCO3)s2)cc1C (stereo unspecified)	-25%	?	-6%	·	·	·	?

No enrichment for hits. Share with any hit: about 24%.
